SR-BI DiI inh = inhibitors of mouse SR-BI mediated HDL lipid uptake | Q61009 | ldlA[mSR-BI] CHO cells, DiI-HDL uptake fluorescence, 3 h | inhibition, % at 12.5 µM | hit rate 0.96% among 320,000 | AID 488896;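 active means mean replicate inhibition of at least 70% and a set share of replicates each scoring 70 or more; inconclusive means meets just one of the two criteria; inactive means fails both criteria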;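 further: 0% = median of neutral control wells and 100% = median of positive control wells; values of inactives mirror those of a sister screen read the other way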
Target sequence (Q61009 whole entry, looked up): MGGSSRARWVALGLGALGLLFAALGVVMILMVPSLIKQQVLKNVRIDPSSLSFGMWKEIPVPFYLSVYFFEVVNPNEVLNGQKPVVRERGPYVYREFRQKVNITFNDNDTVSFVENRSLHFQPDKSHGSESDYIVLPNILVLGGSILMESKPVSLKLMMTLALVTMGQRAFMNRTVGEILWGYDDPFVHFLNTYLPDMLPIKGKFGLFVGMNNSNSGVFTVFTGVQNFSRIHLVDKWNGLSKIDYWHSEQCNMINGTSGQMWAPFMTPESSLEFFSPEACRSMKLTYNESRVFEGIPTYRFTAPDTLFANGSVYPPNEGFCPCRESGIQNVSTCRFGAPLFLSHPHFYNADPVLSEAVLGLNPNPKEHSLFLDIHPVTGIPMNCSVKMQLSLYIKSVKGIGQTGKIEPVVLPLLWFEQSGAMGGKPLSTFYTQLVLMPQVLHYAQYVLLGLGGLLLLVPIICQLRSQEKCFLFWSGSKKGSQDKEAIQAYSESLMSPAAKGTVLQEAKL
Wnt bcat act = Wnt/beta-catenin pathway activation; activation, % at 9.35 µM; hit rate 1.2% among 300,000; AID 743398; Wnt/beta-catenin reporter cell assay, activator, plate reader; in the data active means activation above about 30%, passing the limit was not always enough; inconclusive means no clear call, values can overlap the other calls;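 further: 0% = neutral control wells and 100% = positive control wells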
phage Ecoli inh = E. coli growth loss with phage present | growth absorbance | hit rate 0.26% among 360,000 | inhibition, % at 11.9 µM; in the data active means inhibition above about 11%
SR-BI uptake up = activators of SR-BI mediated HDL lipid uptake | CHO ldlA[mSR-BI] cells, DiI-HDL uptake fluorescence, 3 h; 100 = double the neutral-control signal | activation, % at 12.5 µM | hit rate 0.096% among 320,000;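 active means mean replicate activation of at least 60% and every replicate at or above 60%; inconclusive means mean or all-replicate condition met, but not both; inactive means mean below 60% and not all replicates reaching 60%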;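 further: 0% = median plate neutral-control signal and 100% = twice that signal; values of inactives mirror those of a sister screen read the other way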
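Assay system: CHO ldlA[mSR-BI] cells, LDL receptor-null, SR-BI overexpressing; medium: Ham's F12 with 0.5% BSA, HEPES 25 mM, pH 7.4; also added: DiI-HDL 10 µg/mL; timing: 3 h uptake period with compound, 37 °C; signal: DiI fluorescence, bottom read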
Tat transport = blocks Tat-dependent protein export in E. coli; E. coli MC4100 TorA-mCherry Tat export, fluorescence; inhibition, % at 10 µM; hit rate 0.036% among 340,000; AID 488895;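 active means mean replicate inhibition at least 50% and at least half of replicates individually reaching 50%; inconclusive means only one of the two criteria met; inactive means neither criterion met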;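 further: exported cargo escapes ClpAP degradation while cytoplasmic cargo is degraded and loses fluorescence; 0% = median of neutral control wells and 100% = median of NaSCN control wells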
AddAB inh = less growth of phage-infected E. coli with AddAB. inhibition, % at 11.9 µM. E. coli expressing H. pylori AddAB, absorbance growth. hit rate 0.29% among 330,000. AID 435030; in the data active means inhibition above about 12%;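 further: 0% = vehicle wells of infected cells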
Ecoli viability = counter-screen for AddAB inhibitors: E. coli growth inhibition; E. coli V3065 growth, OD600 absorbance, 18 h; AID 449728; inhibition, % at 11.9 µM; hit rate 0.27% among 330,000;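 active means inhibition above the campaign's mean inhibition across all tested compounds plus 3 SD, cut at about 9.9% in these data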;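 further: uninfected addAB+ strain grown without phage in ampicillin broth; 0% = DMSO wells and 100% = ciprofloxacin 0.95 µg/ml wells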
MITF act = MITF TRPM1 promoter activation in melanoma cells. hit rate 0.75% among 300,000. SK-MEL-5 TRPM1-promoter luciferase, 24 h; % of positive control, neutral wells = 0. AID 588334. activation, % at 12.5 µM;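 active means mean activation of at least 80% with every replicate also reaching 80%; inconclusive means mean reaches 80% but some replicate falls short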;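 further: 0% = neutral control wells and 100% = parthenolide positive control wells; values of inactives mirror those of a sister screen read the other way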
CAL PDZ FP-1 = blocks peptide binding to human CAL PDZ domain; inhibition, % at 20 µM; AID 504414; purified CAL PDZ, TMR-peptide fluorescence polarization, 1 h; hit rate 0.02% among 330,000;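 active means highest replicate inhibition of at least 40%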;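 further: plate controls were DMSO neutral control wells for no effect and unlabeled competitor peptide control wells for full effect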
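Control set: unlabelled peptide and DMSO controls / Material: purified CerCALP PDZ construct / Timing: 1 h incubation at room temperature before polarization reading / Doses: 20 µM, one dose / Detection: fluorescence polarization (mP)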
CAL PDZ FP-2 = inhibitors of human CAL PDZ peptide binding. Q9HD26. purified CAL PDZ, TMR-peptide fluorescence polarization, 1 h. inhibition, % at 24.9 µM. hit rate 0.92% among 300,000. AID 602252;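 active means mean inhibition of at least 30% with at least half of replicates also reaching 30%; inconclusive means no clear call, values can overlap the other calls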;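 further: 0% = DMSO neutral control and 100% = excess unlabeled competitor peptide PRC23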
Active calls of the source: *; ? = inconclusive; nt = no result given.

SMILES	SR-BI DiI inh	Wnt bcat act	phage Ecoli inh	SR-BI uptake up	Tat transport	AddAB inh	Ecoli viability	MITF act	CAL PDZ FP-1	CAL PDZ FP-2
COc1ccc(Cl)cc1N1C(=O)[C@@H]2C(c3cccc(OC)c3OC)=NO[C@@H]2C1=O	-12	-4	0.0	12	-1	1.1	-0.2	nt	-3.6	-1
O=[N+]([O-])c1ccccc1CNC1CCCCCC1	-3	-2	4.4	3	1	1.4	4.5	-1	-1.7	-2
CCOc1ccc(C2C(C(=O)c3cccs3)=C(O)C(=O)N2CCN2CCOCC2)cc1 (centres undefined)	-15	0	4.0	15	-2	-1.7	-0.6	-7	1.1	-7
Cc1ccc(/C=C2\C(=O)ON=C2c2ccccc2)o1	-7	-1	3.6	7	-9	4.3	0.1	4	-0.1	2
COc1cccc(-c2nc(CS(=O)(=O)CC(=O)NC3CCCCCC3)c(C)o2)c1	9	0	3.1	-9	-4	2.1	-1.2	-2	-0.9	2
CN(C)c1ccc(NC(=O)Nc2ccc3snnc3c2)cc1	48	nt	4.3	-48	10	4.3	1.8	65	0.8	-3
Cc1cc(C)c(NC(=O)Cn2nnc(C(=O)NCc3cccs3)c2N)c(C)c1	-29	-12	2.5	29	-1	2.1	0.0	7	-3.5	-1
O=S(=O)(Nc1nc2ccccc2nc1N1CCN(c2ccccn2)CC1)c1ccc(Cl)cc1	-5	10	0.8	5	9	nt	nt	-9	-1.1	-1
CCCc1ccc(OCc2ccc(C(=O)N3CCCC3)o2)cc1	nt	5	4.2	nt	2	3.8	-1.1	nt	-2.8	-3
COc1cccc(C2NC(=O)NC(C)=C2C(=O)Nc2ccc(C)cc2)c1OC (centres undefined)	17	-1	3.4	-17	-9	1.8	1.9	8	-0.4	-5
CN(C)C(=S)N=c1ssc(=S)n1Cc1cccnc1	0	-5	2.0	0	4	nt	nt	-28	-0.4	2
COc1ccc(C2C(C(=O)/C=C/c3ccco3)=C(O)C(=O)N2CCN2CCOCC2)cc1OC (centres undefined)	-14	0	-0.8	14	2	0.1	1.5	-8	-1.5	2
CC(C)CC(C(=O)Nc1ccc2c(c1)OCCO2)N1C(=O)c2ccccc2C1=O (centres undefined)	1	4	4.5	-1	-25	0.1	-0.2	-8	0.2	7
O=C1CCC(C(=O)OCc2nnc(-c3ccc(Br)cc3)o2)=NN1	0	2	2.1	0	11	-0.6	1.2	-8	-0.3	4
COc1ccccc1-n1cnnc1SCC(=O)N1CCOCC1	1	-5	2.1	-1	-4	2.2	1.6	0	-2.9	-3
COc1ncnc2c1ncn2CC1COC(C)(C)O1 (centres undefined)	-9	1	3.4	9	-10	4.8	1.5	nt	-0.2	nt
COc1ccc(C(=O)NCC2OCCc3ccccc32)c(O)c1 (centres undefined)	-7	nt	3.4	7	-5	-0.7	-1.9	43	-0.8	-2
O=C(CC1S/C(=N\S(=O)(=O)c2ccccc2)N(c2ccccc2)C1=O)Nc1ccc(F)cc1 (centres undefined)	0	nt	2.5	0	-4	1.2	-0.4	-8	-1.1	-6
CSCC[C@H](NC(=O)NC1CCCC1)C(=O)O	-5	-1	-1.4	6	9	0.7	-2.0	13	0.8	-3
CCOC(=O)c1sc(NC(=O)CN2C(=O)C3CC=CCC3C2=O)nc1C (centres undefined)	-13	0	3.2	13	-2	2.0	-2.8	-3	-2.0	-4
COc1cc2c(cc1OC)C(Cc1ccccc1[N+](=O)[O-])=NCC2	11	-1	2.3	-11	-15	nt	nt	-5	-0.8	-4
COC(=O)c1c(C)oc(C)c1S(=O)(=O)NCc1ccc(Cl)cc1Cl	54	-2	2.5	-54	1	-1.4	-1.6	-7	-0.2	2
COc1ccccc1N(C)S(=O)(=O)c1ccc(C(=O)N2CCC(C(N)=O)CC2)cc1	-40	nt	0.7	40	-4	0.8	-1.6	nt	0.1	0
O=C(Nc1nc(-c2ccncc2)cs1)c1ccc(S(=O)(=O)N2CCOCC2)cc1	-1	-7	0.1	1	-2	0.4	-3.2	-14	-2.0	-2
O=C(Nc1ccnn1C1CCN(C2CCCCC2)CC1)c1ccccc1	-28	-1	1.6	28	-5	5.5	-0.9	-9	-1.8	0
O=C(Nc1ccon1)c1ccc2c(c1)OCO2	3	nt	-2.0	-3	-12	0.3	1.5	16	0.2	6
C=C(C(=O)c1ccccc1)C(C(=C)C(=O)c1ccccc1)c1ccc(OC)cc1	-13	-19	-2.1	13	-2	1.3	-0.2	nt	-0.7	0
CS(=O)(=O)N(CCc1ccccc1)CC(=O)N1CCc2ccccc2C1	20	-4	-1.9	-20	2	0.6	1.4	-1	-3.0	-2
COc1ccc2c(c1)/C(=C/c1cc(OC)c(OC)c(OC)c1)C(=O)N2	25	-7	1.1	-25	6	nt	nt	nt	0.4	1
COc1ccc(/C=C/c2c(-c3cccc(C)c3)oc3ccc(N4CCOCC4)cc23)cc1	0	-8	3.0	0	-6	0.3	-2.8	-20	0.8	-9
CC(=O)Nc1ccc(-c2nc3c(C)cccc3[nH]2)cc1	-8	48*	2.3	8	-6	-0.9	1.1	nt	nt	-10
O=C(NCc1ccc2c(c1)OCO2)c1cccc([N+](=O)[O-])c1	-8	nt	1.3	8	7	3.6	-0.2	5	-0.4	-14
CN1C(=O)/C(=C/c2ccc(C(F)(F)F)cc2)Sc2ccc(C(=O)N3CCN(c4ccccn4)CC3)cc21	39	3	-0.1	-39	20	2.4	-2.5	-6	-1.0	-1
Cc1ccccc1NC(=O)NC(C)(C)CC(C)(C)C	nt	2	-0.1	nt	-12	-0.3	-0.8	-11	-3.2	-3
CC1CCCCC1NC(=O)CN1CCC(O)(c2ccc3c(c2)OCO3)CC1 (centres undefined)	-7	0	0.8	7	-1	0.9	1.6	-2	-1.6	-1
O=S(=O)(NC1CCc2ccccc21)c1ccc(S(=O)(=O)N2CCCC2)cc1 (centres undefined)	19	-1	2.6	-19	2	1.0	2.7	-10	-5.2	-18
COCC(C)NC(=O)CSc1ncnc2sc(-c3ccccc3)cc12 (centres undefined)	18	6	5.0	-18	2	-1.3	-1.1	-1	-1.6	-2
O=C(COC(=O)Cc1ccc(F)cc1)NC(=O)NC1CCCC1	-24	-1	2.0	24	4	-0.5	-0.9	-5	-0.9	-6
COC(=O)Cc1c(C)nc2nc(-c3ccc(OC)cc3)[nH]n2c1=O	-27	-3	2.5	27	-11	0.8	-1.2	10	-1.2	-2
CC(=O)CSc1nc(CCc2ccccc2)c(C#N)c(=O)[nH]1	-11	-2	2.5	11	0	nt	nt	nt	-0.5	-3

Single records, as listed above:
O=C(COC(=O)Cc1ccc(F)cc1)NC(=O)NC1CCCC1 is entered as SR-BI DiI inh: -24; Wnt bcat act: -1; phage Ecoli inh: 2.0; SR-BI uptake up: 24; Tat transport: 4; AddAB inh: -0.5; Ecoli viability: -0.9; MITF act: -5; CAL PDZ FP-1: -0.9; CAL PDZ FP-2: -6
O=S(=O)(Nc1nc2ccccc2nc1N1CCN(c2ccccn2)CC1)c1ccc(Cl)cc1 is entered as SR-BI DiI inh: -5; Wnt bcat act: 10; phage Ecoli inh: 0.8; SR-BI uptake up: 5; Tat transport: 9; AddAB inh: nt; Ecoli viability: nt; MITF act: -9; CAL PDZ FP-1: -1.1; CAL PDZ FP-2: -1

(further entries)
SMILES	SR-BI DiI inh	Wnt bcat act	phage Ecoli inh	SR-BI uptake up	Tat transport	AddAB inh	Ecoli viability	MITF act	CAL PDZ FP-1	CAL PDZ FP-2
CCCOc1ccc(N2C(=O)CC(N(CCc3ccc(OC)cc3)C(=O)c3ccccc3)C2=O)cc1 (centres undefined)	-5	0	-0.5	5	11	0.7	-2.4	-2	-0.9	-8
CCCN(C(=O)Cc1ccc(S(=O)(=O)N2CCOCC2)s1)c1c(N)n(Cc2ccccc2)c(=O)[nH]c1=O	3	6	1.5	-3	-2	0.7	1.3	-8	-1.6	-3
CC(Oc1ccc(F)cc1)C(=O)NN (centres undefined)	-8	-3	3.3	8	2	0.5	-0.2	-4	1.1	-5
Cc1cc(C)c(C)c(S(=O)(=O)NC2CCCCC2)c1C	16	0	0.0	-16	-1	nt	nt	6	-1.3	nt
O=C1C2C3C=CC(C3)C2C(=O)N1c1cccc2cccnc12 (centres undefined)	nt	-2	1.4	nt	4	0.5	-1.9	-5	-2.5	3
CCOC(=O)C1C(=O)C=C(c2ccc(C)cc2)CC1c1ccc([N+](=O)[O-])cc1 (centres undefined)	19	-4	1.4	-19	5	nt	nt	4	-0.1	-3
CCSc1oc(-c2ccco2)nc1S(=O)(=O)c1ccc(F)cc1	-1	0	2.4	1	9	0.2	1.7	5	-1.1	-5
COc1ccc(-c2csc(NC(=O)[C@H](C)N3C(=O)C4CC=CCC4C3=O)n2)cc1OC (some centres undefined)	71*	-2	3.1	-71	-2	-1.0	-1.9	0	-1.2	nt
CCOC(=O)c1sc2nc3c(cc2c1N)COC(C)(C)C3	-1	53*	1.6	1	0	3.7	1.0	?	-1.5	1
O=C(COC(=O)c1cccc(S(=O)(=O)NCc2ccccc2)c1)NC1CC1	-7	0	0.6	7	-4	0.0	0.3	-2	-1.0	nt
COc1ccc(S(=O)(=O)N2CCCCC2)cc1NC(=O)CN1CCN(C(C)=O)CC1	3	0	3.0	-3	16	2.8	0.0	-4	1.0	-1
CCCc1[nH]nc2c1C(c1ccc(OC)c(Cn3nc(C)c(Br)c3C)c1)C(C#N)=C(N)O2 (centres undefined)	-6	nt	3.0	6	5	-1.2	-0.6	nt	-2.2	-3
COCCN=c1scc(-c2cccs2)n1/N=C/c1ccc(O)c(O)c1O	69	19	15*	-69	13	15*	12*	-8	-3.3	1
O=C(CS(=O)(=O)c1cn(Cc2cccc(F)c2)c2ccccc12)N1CCCCC1	-12	-4	2.3	12	-3	0.9	-2.9	nt	nt	-1
CCN(CC)CC#CCC(OC)(c1ccccc1)c1ccccc1	-5	0	1.6	5	-1	1.7	1.1	8	1.6	-1
CCN1C(=O)[C@H]2[C@@H](c3ccc(Cl)cc3)N3C(=O)CN(CC4CC4)C(=O)[C@@]3(Cc3ccccc3)[C@H]2C1=O	-16	-2	0.2	16	0	-0.1	-1.7	1	1.1	0
Cc1cc(C(=O)NCC(=O)OCC(=O)N(C(C)C)C(C)C)ccc1[N+](=O)[O-]	-6	-4	4.0	6	-4	1.4	-0.2	-12	-0.8	5
Cc1noc(COc2ccccc2OCc2onc(C)c2Cl)c1Cl	24	nt	1.7	-24	8	0.8	-0.6	2	-0.2	-5
O=C1c2ccccc2C(=O)N1CCc1csc(NNc2nc(CCN3C(=O)c4ccccc4C3=O)cs2)n1	22	nt	nt	-22	-1	0.2	-1.5	1	-0.6	nt
Cn1cc(CN2CCCCC2C(=O)Nc2ccc(-n3cccn3)cc2)cn1 (centres undefined)	1	0	0.5	-1	5	1.6	0.4	3	-2.1	0
CCn1cc(C(=O)N2CCOCC2)c(=O)c2cc(S(=O)(=O)N(C)C3CCCCC3)ccc21	0	-2	3.5	0	-5	3.4	-2.1	9	-1.1	0
O=C(O)CCCC(=O)Nc1ccc(C(=O)NCc2cccnc2)cc1	-15	0	0.5	15	-2	-0.6	-2.4	7	-0.4	1
